VEEV TC-83 Vero = inhibitors of VEEV TC-83 cytopathic effect, confirmation, Vero cells (AID 588727); inhibition, % at 20 µM; hits with a dose series show IC50 in µM; 350,000 compounds, 0.13% hits; Vero cells, VEEV TC-83 cytopathic effect inhibition; higher % means a stronger effect; in the data active means a potency from the dose series; inconclusive means inhibition mostly from about 14% at the one dose, without a potency; inactive means the rest, 99 in 100 with inhibition below about 12%; further: strong numbers were not always called active
M. tuberculosis = growth inhibition of non-replicating M. tuberculosis (AID 488890) | Mycobacterium tuberculosis non-replicating, growth inhibition; higher % means a stronger effect | inhibition, % at 25 µM; hits with a dose series show IC50 in µM | 320,000 compounds, 0.39% hits; in the data active means a potency from the dose series; inconclusive means inhibition mostly from about 82% at the one dose, without a potency; inactive means the rest, 99 in 100 with inhibition below about 76%;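 further: plate controls were DMSO cells for no effect and high antibiotic wells for full effect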
H1N1 NS1A inhibition = NS1A inhibition, H1N1 influenza, cell based functional assay (AID 504329); NS1A functional cell-based assay, percent inhibition; higher % means a stronger effect; inhibition, % at 12.5 µM; hits with a dose series show IC50 in µM; 340,000 compounds, 0.3% hits; in the data active means a potency from the dose series; inconclusive means inhibition above about 27% without an active follow-up result; further: strong numbers were not always called active
H37Rv inhibition = M. tuberculosis growth inhibition, HTS (AID 449762); M. tuberculosis H37Rv growth inhibition, 7H9 media; higher % means a stronger effect; inhibition, % at 25 µM; hits with a dose series show IC50 in µM; 330,000 compounds, 0.59% hits; in the data active means a potency from the dose series; inconclusive means inhibition above about 70% without an active follow-up result;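 further: bacterial growth assessed after seven days of incubation; strong numbers were not always called active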
PhoP GFP inhibition = PhoP regulon inhibitors, Salmonella typhi PhoP promoter GFP reporter, confirmatory (AID 1850); Salmonella Typhi PhoP-promoter GFP reporter, fluorescence, 4 h; higher % means a stronger effect; inhibition, % at 50 µM, or IC50 in µM where a hit was titrated; 310,000 compounds, 0.33% hits; in the data active means a potency from the dose series; inconclusive means inhibition mostly from about 25% at the one dose, without a potency; inactive means the rest, 99 in 100 with inhibition below about 19%;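 further: 0% = induced wells with vehicle and 100% = uninduced wells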
VEEV TC-83 Vero 10K pilot screen = second read-out of VEEV TC-83 Vero, no call of its own (marks repeat the call); inhibition, %; measured here: 10K pilot screen inhibition
* marks the source's active call; other numbers are inactive results; i = inactive; ? = inconclusive; / = not tested or not shown; & = joins results of further samples.

SMILES	VEEV TC-83 Vero	M. tuberculosis	H1N1 NS1A inhibition	H37Rv inhibition	PhoP GFP inhibition	others
COc1ccc(NC(=O)C2C3C=CC(C3)C2C(=O)NCc2ccccn2)c(OC)c1 (stereo not given)	i	11%	2%	4%	-4%
CCOc1ccc(N(CC(=O)N2CCOCC2)S(=O)(=O)c2ccc(Cl)cc2)cc1	i	4%	1%	-8%	0%
CCOc1nc(C)cc(COC)c1C(N)=O	0.8%	1%	-3%	-2%	-2%
O=C(CSc1nc2[nH]ncc2c(=O)n1-c1ccccc1Br)NCc1ccccc1Cl	2.1%	23%	2%	1%	-27%
O=C(COC(=O)C1(c2ccccc2F)CCCC1)Nc1ncc(C(F)(F)F)cc1Cl	i	6%	4%	-7%	-6%
CC1CCC(NC(=O)COC(=O)c2cccnc2Cl)CC1 (stereo not given)	1.7%	13%	-12%	-4%	/
Cc1ccc(C)c(N2CCN(C(=O)c3ccc4nsnc4c3)CC2)c1	0.2%	63%	-1%	9%	-2%
O=C(NC(Cc1c[nH]c2ccccc12)C(=O)O)c1ccco1 (stereo not given)	4.0%	1%	-2%	6%	-13%
COC(=O)c1ccc(NC(=O)NC2CCCCC2)cc1	2.4%	-17%	0%	-2%	7%
Cc1cc(=O)n2[nH]c(-c3cccc(Cl)c3)cc2n1	0.3%	21%	-16%	5%	-7%

For convenience, part of the list above.
SMILES	VEEV TC-83 Vero	M. tuberculosis	H1N1 NS1A inhibition	H37Rv inhibition	PhoP GFP inhibition	others
CCOc1ccc(N(CC(=O)N2CCOCC2)S(=O)(=O)c2ccc(Cl)cc2)cc1	i	4%	1%	-8%	0%
CCOc1nc(C)cc(COC)c1C(N)=O	0.8%	1%	-3%	-2%	-2%

Next part.
SMILES	VEEV TC-83 Vero	M. tuberculosis	H1N1 NS1A inhibition	H37Rv inhibition	PhoP GFP inhibition	others
Cc1cccc(C(=O)NNC(=O)c2c(O)c3ccccc3n(C)c2=O)c1	9.9%	31%	-2%	?	1%
N[C@@H](Cc1ccc(F)cc1)C(=O)O	4.6%	/	-4%	/	/
Cc1cccc(C)c1NC(=O)CSc1nnc(C2CCCCC2)o1	0.5%	-1%	9%	0%	0%
COc1ccc(NS(=O)(=O)c2cccc(C(=O)NNC(=O)CNC(=O)c3ccccc3Cl)c2)cc1	0.8%	/	-15%	/	/
O=C(CSc1n[nH]c(=O)n1C1CC1)c1ccc2c(c1)OCCO2	6.6%	17%	/	43%	9%
O=[N+]([O-])c1cccc(COc2cccc(CO)c2)c1	i	/	-5%	/	/
CCOc1cc(S(=O)(=O)N2CCCCC2)ccc1F	i	0%	-2%	7%	0%
O=S(=O)(NCCC1=CCCCC1)c1ccccc1Cl	i	64%	-6%	8%	/
O=C(NCC(c1ccco1)N1CCc2ccccc21)C(=O)Nc1ccccc1 (stereo not given)	2.5%	-5%	-2%	-1%	6%
CCCCOC(=O)n1c(=S)oc2cc(Cl)ccc21	0.3%	?	9%	2%	15%

The list goes on, starting with the last four of the part before.
SMILES	VEEV TC-83 Vero	M. tuberculosis	H1N1 NS1A inhibition	H37Rv inhibition	PhoP GFP inhibition	others
CCOc1cc(S(=O)(=O)N2CCCCC2)ccc1F	i	0%	-2%	7%	0%
O=S(=O)(NCCC1=CCCCC1)c1ccccc1Cl	i	64%	-6%	8%	/
O=C(NCC(c1ccco1)N1CCc2ccccc21)C(=O)Nc1ccccc1 (stereo not given)	2.5%	-5%	-2%	-1%	6%
CCCCOC(=O)n1c(=S)oc2cc(Cl)ccc21	0.3%	?	9%	2%	15%
O=C(Cn1cc[n+](CC(=O)c2ccccc2)c1)c1ccccc1	i	15%	2%	-1%	19%
CCOC(=O)c1sc(NC(=O)CCN2C(=O)c3ccccc3C2=O)c(C(=O)OCC)c1C	0.4%	-5%	-3%	-6%	0%
CC(=O)N1CCc2ccc([N+](=O)[O-])cc21	2.1%	/	-4%	/	/
CCCN1CCC(=O)N([C@H](CSc2ccc(C)cc2)CC(C)C)CC1	i	/	-9%	/	/
COc1cccc(-n2ccnc2SCC(=O)Nc2nccs2)c1	0.5%	5%	-5%	0%	6%
O=C(COc1ccc2ccc(=O)oc2c1)NC1CCCC1	0.6%	-2%	10%	-14%	-8%
COc1ccc(NC(=O)C(C)N2c3cccc4cccc(c34)S2(=O)=O)cc1OC (stereo not given)	0.4%	22%	4%	-2%	3%
O=C(NN1C(=O)C2C3C=CC(C4CC34)C2C1=O)c1ccc(Cl)c(Cl)c1 (stereo not given)	0.4%	-27%	-4%	-7%	-9%
CC(=O)c1ccc(N=C2SCCCN2C(=O)C2CCCC2)cc1	1.0%	9%	9%	9%	17%
COc1ccccc1NC(=O)c1cnc(Nc2ccccc2OC)c2ccccc12	9.5%	48%	7%	8%	-3%
O=C(C1=C[C@H](C2CCCCC2)C[C@H](OCc2ccc(CO)cc2)O1)N1CCN(Cc2ccc3c(c2)OCO3)CC1	0.3%	15%	-4%	11%	-8%	VEEV TC-83 Vero 10K pilot screen=0.0
CC(C)OC(=O)c1c2nc3ccccc3nc2n2c1[nH]c(=O)c1ccccc12	/	?	/	?	-12%
Cc1cc(NC(=O)CCC(=O)N(c2ccc(F)cc2)C2(C(=O)NC3CCCCC3)CCCC2)no1	i	40%	9%	8%	-3%&6%	VEEV TC-83 Vero 10K pilot screen=2.2
CN(C)C(CNC(=O)c1ccc(S(=O)(=O)Nc2ccccc2F)cc1)c1ccccc1 (stereo not given)	0.9%	12%	5%	3%	-3%
CC1(C)CC(NCc2ccc3c(c2)OCO3)CCO1 (stereo not given)	0.2%	-6%	2%	-8%	6%	VEEV TC-83 Vero 10K pilot screen=0.6
CC1CCCN(C(=O)C2CCN(Cc3ccc4c(c3)OCO4)CC2)C1 (stereo not given)	1.1%	-17%	3%	-6%	6%
COC(=O)C1=C(N)Oc2cc(C)n(CCN3CCOCC3)c(=O)c2C1c1cccnc1 (stereo not given)	0.2%	-9%	11%	-3%	-11%
C#CCOCCOCCOCCNc1nc(N2CCN(C(=O)[C@H](CCC(=O)O)n3cc(CN)nn3)CC2)nc(N2CCN(C(=O)[C@H](CCC(=O)O)n3cc([C@@H](N)[C@H](C)CC)nn3)CC2)n1	0.1%	-7%	-6%	8%	/
Cc1cccc(NC(=O)CCSc2nncn2C)c1	0.8%	-3%	-2%	-6%	6%
CCCCC(=O)NC(c1cccs1)c1cc(Cl)c2cccnc2c1O (stereo not given)	0.8%	-4%	-10%	-1%	3%
CC(C)c1ccccc1NC(=O)COC(=O)/C=C/c1cccc([N+](=O)[O-])c1	1.0%	26%	-4%	5%	2%
O=S(=O)(Nc1ccc(-c2ccc3nncn3n2)cc1)c1cc(F)ccc1F	3.4%	-18%	-8%	5%	10%
Cc1ccc(C(=O)NCc2ccc3c(c2)OCO3)cc1	0.8%	?	-4%	18%	-4%
CCOC(=O)C1CCCN(C(=O)CCCn2nc(C)n3c(cc4sccc43)c2=O)C1 (stereo not given)	0.1%	-4%	1%	-5%	-50%
CN1CCN(/N=C/c2ccc(OCc3ccccc3)cc2)CC1	1.2%	48%	14%	3%	0%
COC(=O)C1=C(c2ccc(F)cc2OCc2ccccc2)C[C@@H]2CC[C@H]1N2C(=O)NCc1ccc(Br)cc1	3.4%	-5%	-6%	4%	/
O=C(Nc1cccc(S(=O)(=O)N2CCCCC2)c1)C1CC(=O)N(c2ccc3c(c2)OCCO3)C1 (stereo not given)	6.2%	6%	-6%	-3%	-5%
CC(OC(=O)c1c2c(nc3ccccc13)/C(=C\c1ccc3c(c1)OCO3)CCC2)C(=O)Nc1ccc(S(N)(=O)=O)cc1 (stereo not given)	11%	/	-2%	/	/
CCCC(=O)Nc1ccccc1NC(=O)c1ccc(OCC)c(OCC)c1	0.1%	-3%	3%	-8%	-11%
Cc1nnsc1C(=O)NNC(=O)c1cccc2ccccc12	0.3%	-7%	-22%	4%	1%
COc1ccc(CNS(=O)(=O)c2ccc3c(c2)CCN3C(=O)C2CCC2)cc1	i	5%	-2%	9%	9%
O=C1CSC(c2ccc(Cl)cc2)N1C1CCCCC1 (stereo not given)	1.1%	16%	-7%	2%	-4%
CC(NC(=O)CCC(=O)NC(C)C1COc2ccccc2O1)C1COc2ccccc2O1 (stereo not given)	0.6%	36%	7%	-10%	-11%
CCOC(=O)CSc1nnc(Cn2c(=O)sc3ccccc32)n1-c1ccccc1C	0.7%	28%	11%	-2%	-15%
COCCNc1cc(-c2ccccc2)nc2cc(-c3cccc(F)c3)nn12	8.2%	62%	-4%	?	-1%
CCCSc1nc(=S)n(Cc2ccccc2)c(C)c1C(C)=O	i	-9%	-1%	-1%	0%
O=c1[nH]c(/C(Cl)=C/c2cccc(C(F)(F)F)c2)nc2cc(Cl)ccc12	1.4%	-5%	-4%	-2%	2%
CCC(=O)Nc1ccc2c(c1)nc(CN1CCN(C(C)=O)CC1)n2C	i	-11%	2%	-2%	11%
COc1ccc(CCC(=O)NNC(=O)c2ccc(OC)cc2)cc1	0.3%	2%	-8%	7%	1%
Cc1ccc(-c2nc(CN3CCCCC3c3cccc(F)c3)c(C)o2)o1 (stereo not given)	1.5%	-2%	2%	3%	-10%
CCOCCOC(=O)COC(=O)c1ccccc1NC(=O)c1ccccc1	i	?	-11%	?	-8%	VEEV TC-83 Vero 10K pilot screen=2.1
CCOC(=O)Cn1c2ccc(F)cc2c2nc(C)sc21	0.6%	i	-1%	?	6%
Cc1c(NS(=O)(=O)c2ccc(NCC3CCCO3)c([N+](=O)[O-])c2)c(=O)n(-c2ccccc2)n1C (stereo not given)	1.5%	5%	1%	-11%	1%
O=C(c1ccc(F)cc1)c1ccc(-c2ccc(F)cc2)nc1	1.5%	17%	-8%	3%	-6%
Cc1cc(C[n+]2ccccc2)c2nsnc2c1	i	-6%	-4%	-11%	4%
CN(C)S(=O)(=O)c1ccc(-n2cccc2)cc1	0.8%	?	5%	5%	-6%
Cc1sc[n+](CC(=O)c2ccc(Br)cc2)c1C	0.8%	8%	8%	-8%	-9%
C/C(=N\NS(=O)(=O)c1ccc(Cl)c([N+](=O)[O-])c1)c1cc2ccccc2o1	i	-2%	-6%	-5%	0%
Brc1ccc(-c2ccc(C3Nc4cccc5cccc(c45)N3)o2)cc1	/	?	/	?	/
O=C(COc1ccccc1Br)N1CCN(c2ccccc2)CC1	i	9%	1%	-5%	-6%	VEEV TC-83 Vero 10K pilot screen=0.6
Carrying on.
SMILES	VEEV TC-83 Vero	M. tuberculosis	H1N1 NS1A inhibition	H37Rv inhibition	PhoP GFP inhibition	others
CCOC(=O)c1ccc(N2Cc3ccccc3C2=NC(=O)c2ccncc2)cc1	1.6%	/	-6%	/	/
COc1ccccc1Nc1nc2ccccc2n2cnnc12	8.0%	5%	16%	4%	15%
Cc1ccc(-n2c(=O)[nH]c3c(C(N)=O)nc(C(C)C)nc32)cc1	5.6%	30%	12%	-4%	-1%
COc1ccc(S(=O)(=O)N2CCc3ccccc32)cc1C(=O)Nc1cc(S(C)(=O)=O)ccc1Cl	i	/	1%	/	/
Cc1ccc(Cn2nnc3c(=O)n(CC(=O)NCc4ccc5c(c4)OCO5)cnc32)cc1	i	-28%	19%	-10%	6%
Cc1ccc(S(=O)(=O)NC(=O)COc2ccccc2)cc1	0.8%	1%	3%	-4%	-8%
CS(=O)(=O)N(CC(=O)NC1CCCCC1)Cc1ccc(F)cc1	2.7%	-4%	1%	-3%	-2%
Cc1nc(N2CCN(c3ccccn3)CC2)c2c(C)c(C(=O)N3CCN(c4cccc(Cl)c4)CC3)sc2n1	11%	23%	3%	60%	-8%
O=C(O)c1ccccc1NC(=O)C1C2CCC(O2)C1C(=O)O (stereo not given)	/	-24%	/	-1%	6%
C[C@@H](C(=O)NCCc1ccccc1)N1C(=O)N2CCc3c([nH]c4ccccc34)[C@@]2(C)C1=O	2.8%	39%	0%	-12%	10%
O=C(CN1C2=NCCCN2c2ccccc21)c1ccc2c(c1)OCO2	i	2%	-6%	0%	28%
O=S(=O)(c1cc(Cl)ccc1Cl)N1CCN(c2ccccn2)CC1	2.6%	7%	-7%	4%	3%
C=CC(=O)N1CCCC(Nc2nc(Nc3ccc(N(C)C(=O)CC)cc3C)nc3nc[nH]c23)C1 (stereo not given)	0.2%	19%	12%	2%	/
C=CCN1C(=O)C(CC(=O)O)SC1=Nc1cccc([N+](=O)[O-])c1 (stereo not given)	0.6%	-2%	-4%	-7%	-6%
CCOC(=O)c1ccc(Oc2nc(N(C)C)nc(N3CCOCC3)n2)cc1	1.7%	53%	-3%	20%	0%

From PubChem
